# GALK inhibitor: qHTS Assay for Inhibitors of Human Galactokinase (GALK); Potency, µM (doses to about 57.5 µM), for the others: top-dose activity change, negative = inhibition, usual class: inhibitors; Purified GALK, Kinase-Glo residual ATP luminescence; 270,000 tested, 0.007% active; AID 1868, 2009; also: potency is read from the fitted curve at half-maximal effect; % is scaled to controls: 0 for no effect and ±100 for the full control effect
#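 The enzyme phosphorylates galactose (100 uM) using ATP (35 uM); inhibition is detected as higher residual ATP, quantified by bioluminescence after 1 h reaction at room temperature, pH 8.0.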
# CXXC DNA block: qHTS Fluorescence Polarization Assay for Inhibitors of MLL CXXC domain - DNA interaction. MLL-CXXC / FITC-HOXA9 DNA fluorescence polarization. AID 2662, 2010. Histone-lysine N-methyltransferase 2A (Homo sapiens), Q03164. 290,000 tested, 0.037% active. Potency, µM (highest dose often 115 µM), for the others: at the top dose activity change, negative = inhibition, most hits filed as inhibitors; active = well fitted inhibition curve with a large enough effect in the polarisation, with a control signal flat, not every such curve was filed as active; inconclusive = small, poorly fitted or top-dose-only effect, or effect the other way, or a change in a side signal; inactive = no such curve, though single readings can be large or run the other way; the % refers to the polarisation; also: potency is read from the fitted curve at half-maximal effect
#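 Purified MLL-CXXC (added from a 7 uM solution) was preincubated 5 min at ambient with pinned compounds in 50 mM Tris-HCl pH 7.5, 50 mM NaCl, 1 mM DTT, 0.05% BSA. Fluorescein-labeled HOX-A9 DNA (50 nM solution) followed, 30 min, then polarization read.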
# AT treatment: qHTS Assay for Identifying a Potential Treatment of Ataxia-Telangiectasia. […] A-T fibroblasts, KAP-1 phosphorylation AlphaLISA; neocarzinostatin DNA damage 30 min before lysis. Potency, µM (doses to about 57.5 µM), without a hit: at the top dose activation, most hits filed as activators. 320,000 tested, 0.19% active; also: potency is read from the fitted curve at half-maximal effect; % of control where 0% means no effect; nearly all actives have a fitted effect of over 45% in size
#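 ATM-like activity read as KAP-1 phosphorylation via AlphaLISA donor/acceptor antibody pairs after lysis and 6 hr at 25C. Cells were ATM-null patient fibroblasts ([…], hTERT), dosed 60 min, then exposed to the DSB inducer NCS for 30 min.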
# KCNH2 3.1 inh: qHTS for Inhibitors of KCHN2 3.1: Mutant qHTS | Potassium voltage-gated channel subfamily H member 2, brain isoform KCNH2 3.1 (human) | AID 720553, 2013 | U2OS KCNH2 3.1, thallium flux FluxOr; hits give low values | 340,000 tested, 0.95% active | activity change, % (tested at about 1.8 µM);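 active = maximum activity change below -70%; inconclusive = maximum activity change from -70% to -50%; inactive = maximum activity change above -50%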;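 also: thallium influx rate constant from kinetic fluorescence after stimulation buffer; % is scaled to controls: 0 for no effect and ±100 for the full control effect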
#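 We transduce U2OS cells with the mutant 3.1 virus, culture them overnight, load FluxOr with Red40 quencher for 45 min, then add stimulation buffer and read kinetically for 2 min to derive a normalized rate constant.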
# TRPV1 agonist: HTS Assay for Compounds that Act as Agonists of the Vanilloid Receptor 1 | Transient receptor potential cation channel subfamily V member 1 (Homo sapiens), Q8NER1 | TRPV1-expressing cells, Fluo-8 calcium influx, agonist mode | activation, % at 8.33 µM | 320,000 tested, 0.19% active; in the data active = activation above about 80%; inconclusive = between about 30% and that limit; also: 0% is about no effect
# Target sequence (Q8NER1 whole entry, looked up): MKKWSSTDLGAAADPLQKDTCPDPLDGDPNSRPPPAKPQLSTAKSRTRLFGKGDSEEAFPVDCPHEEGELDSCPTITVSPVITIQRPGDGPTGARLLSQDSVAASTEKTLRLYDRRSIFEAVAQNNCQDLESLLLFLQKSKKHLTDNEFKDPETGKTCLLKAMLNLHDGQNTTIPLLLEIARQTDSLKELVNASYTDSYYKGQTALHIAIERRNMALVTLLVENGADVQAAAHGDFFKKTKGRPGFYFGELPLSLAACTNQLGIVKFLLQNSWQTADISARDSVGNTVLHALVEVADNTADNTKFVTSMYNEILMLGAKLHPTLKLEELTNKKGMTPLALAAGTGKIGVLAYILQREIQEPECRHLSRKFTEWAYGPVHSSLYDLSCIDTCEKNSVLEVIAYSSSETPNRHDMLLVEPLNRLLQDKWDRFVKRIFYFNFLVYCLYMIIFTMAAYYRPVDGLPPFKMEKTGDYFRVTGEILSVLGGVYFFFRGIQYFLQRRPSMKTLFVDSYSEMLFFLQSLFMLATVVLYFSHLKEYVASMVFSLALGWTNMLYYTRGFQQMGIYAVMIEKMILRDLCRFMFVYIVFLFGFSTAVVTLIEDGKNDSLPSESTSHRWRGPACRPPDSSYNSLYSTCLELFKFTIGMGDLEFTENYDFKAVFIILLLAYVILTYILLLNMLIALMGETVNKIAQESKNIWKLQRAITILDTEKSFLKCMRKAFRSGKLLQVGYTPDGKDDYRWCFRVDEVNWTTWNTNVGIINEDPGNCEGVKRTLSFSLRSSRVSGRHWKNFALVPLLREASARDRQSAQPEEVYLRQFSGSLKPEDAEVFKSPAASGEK
#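 Fluo-8 calcium influx in TRPV1-expressing cells, kinetic read (ex 480/em 520 nm). Compound added and read 3 min for agonist activity, followed by capsaicin at EC20 final and 2 min further read for enhancement.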
# MBNL1-CUG inh: qHTS Assay for Inhibitors of MBNL1-poly(CUG) RNA binding. Muscleblind-like protein 1 (Homo sapiens), Q9NR56. TR-FRET MBNL1-His/biotin-(CUG)12 binding, 665/545 ratio. Potency, µM (series often up to 57.5 µM), for inactives: top-dose activity change, negative = inhibition, usual class: inhibitors. 280,000 tested, 0.036% active. AID 2675, 2010; active = well fitted inhibition curve with a large enough effect in the signal ratio, with a control signal flat, not every such curve was filed as active; inconclusive = small, poorly fitted or top-dose-only effect, or effect the other way, or a change in a side signal; inactive = no such curve, though single readings can be large or run the other way; the % refers to the signal ratio; also: potency is read from the fitted curve at half-maximal effect; % is scaled to controls: 0 for no effect and ±100 for the full control effect
#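 Compound titration spanned 92 nM–58 uM against the MBNL1-His/biotin-(CUG)12 complex. After 60 min at room temperature with 5 nM streptavidin-XL665 and 0.055 ng/ul terbium anti-His, ratiometric 665/545 nm emission (Ex 340 nm) normalized to controls.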
# KCNH2 WT inh: qHTS for Inhibitors of KCHN2 3.1: Wildtype qHTS; 340,000 tested, 0.37% active; activity change, % at 1.84 µM; U2OS, BacMam KCNH2, thallium flux FluxOr; hits give low values; Voltage-gated inwardly rectifying potassium channel KCNH2 (Homo sapiens), Q12809;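 active = maximum activity change below -70%; inconclusive = maximum activity change between -70% and -50%; inactive = maximum activity change above -50%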; also: % is scaled to controls: 0 for no effect and ±100 for the full control effect
#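 U2OS cells were transduced with wild-type KCNH2 virus (2.03 x 10^8 / mL) for 4 h at room temperature, then cultured overnight at 37 C. Thallium flux was read with FluxOr dye. Rate constants were normalized to DMSO controls.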
# S-ASM inh: Inhibitors of Secretory Acid Sphingomyelinase (S-ASM): qHTS. AID 504937, 2011. 340,000 tested, 0.006% active. placental ASM, HMU-PC fluorogenic substrate, 60 min. Potency, µM (doses to about 57.5 µM), inactives show top-dose activity change, negative = inhibition, most hits filed as inhibitors. Sphingomyelin phosphodiesterase (Homo sapiens), P17405; also: potency is read from the fitted curve at half-maximal effect
#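 Steps: dispense placental human ASM, pin compound, wait 10 min at room temperature, add HMU-PC0 substrate at 9 uM final, incubate 60 min at 37 °C, add stop solution raising pH to 10, read fluorescence.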
# a7 integrin act: qHTS for Activators of Integrin-Mediated Alleviation for Muscular Dystrophy | alpha7betagal myoblasts, beta-gal FDG fluorescence, 48 h | Potency, µM (series often up to 38.3 µM), for inactives: at the highest dose activation, hits mostly activators | 350,000 tested, 0.064% active | AID 624291, 2012;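 also: potency is read from the fitted curve at half-maximal effect; 100% = response of the positive control SU9516; nearly all actives have a fitted effect of over 60% in size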
#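 Alpha7betagal+/- myoblasts (passage 13) were plated 16-24 hr, then exposed to compounds (1:260 dilution of DMSO stock) for 48 hours at 37C. After MPER lysis, β-galactosidase reporter activity was read as FDG fluorescence (ex 480/em 540) after 30 minutes.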
# FBPA coupling cs: qHTS Assay for Inhibitors of Fructose-1,6-bisphosphate Aldolase from Giardia Lamblia: Coupling assay counterscreen | coupling enzyme system counterscreen, AmpLite Red fluorescence | activity change, negative = inhibition, % at 58.2 µM, hits read low | 290,000 tested, 0.67% active | AID 2472, 2010; in the data active = activity change below about -30%; also: % is scaled to controls: 0 for no effect and ±100 for the full control effect
#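 First, compound is pin-transferred into glyceraldehyde-3-phosphate coupling-enzyme reagent at 57.5 uM final and held 10 min at RT. Next, substrate, coupling system and AmpLite Red are added. After 20 min RT, fluorescence (525/598 nm) is read.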
# An asterisk follows results filed as active; ? = inconclusive; . = no result given; & = joins results of further samples; ! = repeats disagree; [ ] = dose if it differs, or a comment. Unless noted, calls follow the shape of the dose curve; as a rule, active = well fitted curve in the direction sought with a large enough effect; inconclusive = small, poorly fitted or top-dose-only effect, or another doubt; inactive = no such curve, though single readings can be large; an effect the other way counts as inactive or inconclusive.
mol	AT treatment	CXXC DNA block	KCNH2 3.1 inh	TRPV1 agonist	KCNH2 WT inh	a7 integrin act	GALK inhibitor	MBNL1-CUG inh	FBPA coupling cs	S-ASM inh
O=C(CSc1nnc(-c2cccs2)n1CC1CCCO1)N1CCCC1 (stereo not drawn)	0%	-8%	-3	0	-9	-710%[inhibitor]	0%	-5%	-3	-2%
COCCNC(=O)CN1C(=O)NC(c2ccccc2)(c2ccccc2)C1=O	-11%	-9%	-11	0	-15	-574%[inhibitor]	4%	1%	-1	-2%
COc1cc(C(C(=O)NC2CCCCC2)N(Cc2cccs2)C(=O)Cc2c[nH]c3ccccc23)cc(OC)c1OC (stereo not drawn)	-1%	-2%	-21	1	-6	-21%	1%	-7%	-8	-8%
Cc1cccc(OCc2nnc(SCc3nc4ccccc4c(=O)[nH]3)o2)c1	-6%	43%[activator]	-4	13	8	-3%	0%	0%	3	-2%
O=C(c1ccco1)N1CCN(C(c2ccccc2)c2nnnn2Cc2cccs2)CC1 (stereo not drawn)	6%	-2%	-15	-6	13	-5%	-1%	-8%	0	0%
O=C(C1CC(=O)N(c2ccc(F)cc2)C1)N1CCN(c2ccccc2)CC1 (stereo not drawn)	25%	6%	3	10	20	41%	-5%	2%	.	-5%
O=C(NCc1ccc(F)cc1Cl)C1CCN(S(=O)(=O)N2CCC3(CC2)OCCO3)CC1	-5%	-1%	6	5	-6	4%	-3%	6%	0	0%
COc1ccc(C2=NOC(C(=O)NC(C)(C)C)C2)cc1 (stereo not drawn)	9%	3%	-2	-2	2	24%	-3%	-3%	2	3%
O=C(NCC(=O)N1CCN(c2ncccn2)CC1)c1cccs1	1%	4%	10	4	1	5%	-1%	0%	-2	4%
COc1ccc(OC)c(N/C(C)=C/C(=O)c2ccncc2)c1	15%	-5%	-13	2	3	-20%	-5%	?	2	-2%
Cc1ccc(C(=O)NC(Cc2c[nH]c3ccccc23)C(=O)O)cc1 (stereo not drawn)	-1%	8%	6	1	2	3%	-4%	-6%	7	1%
c1ccc(CCCCN2CCN=C2Nc2ccccc2)cc1	15%	.	-3	-1	21	0%	.	.	.	3%
Cc1ccc(C(=O)Nc2cccc(C(=O)N/N=C/c3ccccc3F)c2)cc1	7%	2%	7	3	3	-21%	1%	-4%	2	-24%
Cc1ccc(S(=O)(=O)N2CCN(C(=O)CC(C)(C)C)CC2)cc1	-1%	1%	12	5	13	-6%	0%	2%	3	0%
Cn1cnnc1SCC(=O)Nc1cc(S(=O)(=O)N2CCCCC2)ccc1Cl	-4%	-17%	-7	0	-5	-28%	4%	8%	-2	1%
Cc1ccc2c(c1)N(C(=O)CCC(=O)NCCCN1CCOCC1)CC(C)O2 (stereo not drawn)	8%	.	2	-4	-2	-16%	.	-10%	1	2%
NC(=O)CC(NC(=O)c1cccc(Br)c1)c1ccc(N2CCC(Br)CC2)c([N+](=O)[O-])c1 (stereo not drawn)	3%	-1%	-5	1	10	-8%	.	5%	2	7%
CN(C)S(=O)(=O)c1cccc(C(=O)N2CCN(C(=O)C3CCCO3)CC2)c1 (stereo not drawn)	7%	.	-9	.	7	-37%	.	.	.	3%
CC1CN(Cc2ccccc2Cl)CC(C)O1 (stereo not drawn)	.	-3%	13	-2	-10	0%	1%	-7%	-2	3%
COc1cc(NC(=O)c2cnc(N)o2)cc(C(=O)Nc2cccc(C(F)(F)F)c2)c1	-13%	-1%	-22&-4	-5	24&6	22%&-1%	2%	-1%	0	-16%
COc1ccccc1N(C)S(=O)(=O)c1ccc(C(=O)OCC(=O)Nc2cc(C)on2)cc1	4%	6%	-1	6	.	0%	7%	-5%	2	-6%
Oc1c(Cl)cc(Cl)cc1CNc1ccccn1	-8%	0%	-2	0	4	4%	-2%	-15%	-2	-1%
NNc1nc2c(Cl)c(Cl)ccc2s1	-2%	21%	-15	-2	7	-12%	-2%	.	-3	7%
Cc1ccsc1C(=O)OCC(=O)Nc1nnc(-c2ccccc2)o1	-6%	.	8	-2	-14	-23%	.	.	.	-1%
CCCN1C(=O)SC(CC(=O)Nc2ccccc2)C1=O (stereo not drawn)	6%	-6%	0	?	-1	-23%	5%	-5%	3	-4%
COc1cccc(NC(=O)C(=O)NCCc2ccc(F)cc2)c1	2%	23%	6	-4	-6	-19%	-1%	-15%	4	-5%
CCN(CCCNC(=O)C1c2ccccc2C(=O)N(CCOC)C1c1ccc(F)cc1)Cc1ccccc1 (stereo not drawn)	0%	-5%	9	-2	26	-4%	11%	3%	1	1%
Cc1ccc(CCNC(=O)c2cccc(NC3=NC4CS(=O)(=O)CC4S3)c2)cc1 (stereo not drawn)	-1%	.	?	-1	-4	26%	.	-7%	3	0%
O=C(NC(=S)Nc1cc(-c2nc3ccccc3[nH]2)ccc1Cl)c1ccc2c(c1)OCO2	-3%	-2%	-5	4	0	-13%	.	-1%	0	8%
CC(C)(C)CC(C)(C)NCC(O)COc1ccc2c(c1)CCC2 (stereo not drawn)	.	.	-11	.	3	-62%[inhibitor]	.	.	.	-2%
COCC(=O)N1CCC(Oc2ccc(C(=O)NCc3csc(C(C)C)n3)cc2)CC1	2%	8%	-13	1	-2	11%	-2%	6%	-3	-1%
OCCN1CCN(CCCc2c3c(cc4c2CCC4)CCC3)CC1	-12%	15%	-8	16	-4	-17%	.	13%	0	2%
CCOC(=O)c1c(C)n(C)c2ccc(OCC(O)Cn3nc(C)cc3C)cc12 (stereo not drawn)	1%	1%	-18	-2	0	-12%	-1%	-7%	-3	-3%
O=c1[nH]c(CN2CCN(Cc3ccc4c(c3)OCO4)CC2)nc2ccccc12	5%	4%	38	4	38	4%	1%	?	-2	-1%
COc1cc2c(cc1OC)-c1c(OC)c(OC)cc3ccnc(c13)C2=O	-15%	?	31	-2	-1	-17%	.	?	-34*!	-7%
Cc1cc(NC(=O)CSc2nccn2-c2ccc(Cl)cc2)no1	14%	2%	17	0	-14	-16%	2%	14%	0	-1%
COc1ccccc1-c1cc(C(F)(F)F)c(C#N)c(=O)[nH]1	7%	18%	-20	-2	-7	-5%	-2%	15%	9	.
COCCCNC(=O)c1ccc(OC)c(OC2CCN(C(C)C)CC2)c1	3%	-4%	1	1	5	10%	-2%	-3%	2	-1%
COc1ccc(S(=O)(=O)N2CCN(C(=O)[C@@H]3CCC(=O)N3C3OC(=O)c4ccccc43)CC2)cc1 (stereo partly drawn)	1%	-3%	-8	3	2	24%	5%	-10%	0	4%
Cc1ccn2cc(-c3nonc3C)cc2c1	2%	15%	-5	0	8	-42%[inhibitor]	0%	?	-12	-1%
Cc1cc(C)n2nc(C(=O)OCC(=O)NC(=O)c3ccccc3)nc2n1	-7%	.	-4	-5	-9	6%	.	.	.	-3%
CCCCCCCCC[n+]1cccc2c3ccccc3ccc21	-5%	-5%	-30	-1	-14	0%	-1%	?	4	172%[activator]
N#Cc1nc(-c2ccccc2F)oc1NCCc1ccccn1	-2%	6%	12	10	-6	18%	9%	-5%	5	1%
O=C(O)/C=C/c1ccc(S(=O)(=O)Nc2ccccc2C(=O)Nc2ccc(F)cc2)cc1	0%	27%	-9	0	9	-22%	-2%	9%	11	4%
CCOC(=O)c1ccc(NC(=O)c2ccccc2N(C)S(=O)(=O)c2ccccc2)cc1	2%	7%	-6	3	2	-19%	0%	-3%	1	-10%
c1ccc2c(c1)ncn2CCCOc1ccc2c(c1)CCC2	-2%	-11%	-7	?	4	-57%[inhibitor]	0%	-3%	-1	0%
Cc1cc(C)cc(NC(=O)COc2ccc(C(=S)N3CCOCC3)cc2)c1	4%	18%	-2	1	4	-12%	-1%	-2%	0	-2%
CCN1CCN(S(=O)(=O)c2ccc(Cl)c(C(=O)NCCc3ccccc3)c2)CC1	6%	.	-9	-1	2	6%	.	.	.	1%
COC(=O)Cc1c(C)[nH]n(-c2cc(Cl)cc(Cl)c2)c1=O	-3%	12%	-1	3	.	6%	-1%	?	-8	2%

# Bioassay records (PubChem BioAssay)
